Screens deposited in PubChem by several laboratories.
Wee1 stabilizer: inhibitors of human Wee1 degradation | P30291 | HeLa Luc-Wee1K328M stability, luciferase luminescence; 100% = proteasome inhibitor MG132 effect | reporter increase, % at 5 µM | actives 1.2% (n = 220,000);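 active means activation above the mean of all tested compounds plus 3 SD, set per screening run, cut at about 8.8% in these data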;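 further: cells exposed to compound for 20 h before luminescence read; 0% = DMSO alone and 100% = MG132 at 30 µM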
Target sequence (P30291 whole entry K328M): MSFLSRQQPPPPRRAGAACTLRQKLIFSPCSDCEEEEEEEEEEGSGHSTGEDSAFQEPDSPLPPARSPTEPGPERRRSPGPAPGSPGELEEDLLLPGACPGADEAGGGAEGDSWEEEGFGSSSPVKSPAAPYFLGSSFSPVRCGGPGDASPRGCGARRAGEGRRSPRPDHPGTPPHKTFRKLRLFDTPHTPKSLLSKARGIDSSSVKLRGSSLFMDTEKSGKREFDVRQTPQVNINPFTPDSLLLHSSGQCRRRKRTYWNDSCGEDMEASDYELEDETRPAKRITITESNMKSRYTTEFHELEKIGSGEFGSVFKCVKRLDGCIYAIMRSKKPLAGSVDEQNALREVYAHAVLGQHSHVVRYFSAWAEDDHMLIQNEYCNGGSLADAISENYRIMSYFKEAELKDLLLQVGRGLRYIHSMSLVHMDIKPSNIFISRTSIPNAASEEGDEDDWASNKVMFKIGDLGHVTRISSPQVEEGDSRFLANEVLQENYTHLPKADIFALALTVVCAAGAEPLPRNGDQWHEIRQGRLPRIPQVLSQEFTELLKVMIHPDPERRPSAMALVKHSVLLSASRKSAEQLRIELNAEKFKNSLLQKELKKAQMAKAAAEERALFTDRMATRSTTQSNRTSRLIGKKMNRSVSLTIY
eIF4E 4G PPI: eIF4E/eIF4G interaction inhibition in translation initiation | P63073+Q04637 | TR-FRET eIF4E-eIF4GI(517-606) binding, 2 h | inhibition, % at 21.7 µM | actives 0.37% (n = 220,000) | AID 782;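 active means inhibition above about 30%, limit read from the data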;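 further: 0% = full FRET control wells and 100% = background wells lacking eIF4GI fragment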
S1P4 ag: activates the human S1P4 receptor. S1P4-expressing cell line, agonist reporter assay. actives 0.35% (n = 220,000). activation, % at 4.98 µM. O95977; in the data active means activation above about 11%;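 further: 0% = DMSO vehicle and 100% = reference agonist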
BaF3 parental: parental Ba/F3 viability inhibition as JAK2V617F counter-screen; inhibition, % at 5.6 µM; CellTiter-Glo ATP luminescence; actives 1.1% (n = 220,000); AID 1486;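 active means inhibition above a per-campaign cutoff, the mean inhibition of all tested compounds plus 3 SD, cut at about 27% in these data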;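 further: 0% = DMSO wells and 100% = JAK Inhibitor I control wells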
S1P4 antag: blocks the human S1P4 receptor | S1P4-expressing cells, antagonist mode, reporter read-out | actives 0.26% (n = 220,000) | AID 1510 | inhibition, % at 4.98 µM | O95977; in the data active means inhibition above about 29%;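 further: 0% = wells stimulated with agonist and 100% = vehicle wells without agonist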
Ba/F3 V617F tox: lowers viability of Ba/F3 cells expressing EpoR and JAK2V617F; ATP luminescence; inhibition, % at 5.6 µM; actives 1.1% (n = 220,000); AID 1446;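 active means inhibition above the campaign mean plus 3 SD over all tested compounds, cut at about 24% in these data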;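 further: cytokine-independent growth of Ba/F3 cells driven by EpoR plus mutant JAK2; 0% = DMSO-treated cells and 100% = JAK inhibitor I control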
MDM2 E3 inh: blocks human Mdm2 ubiquitin ligase activity; signal enhancement, % at 5 µM; Q00987; cell-based MDM2 ubiquitination luciferase reporter, 2 h; 0 = plate control, 100 = twice control, blank-subtracted; AID 1230; actives 0.11% (n = 210,000);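 active means signal enhancement of 30% or more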;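 further: luminescence tracks abundance of the self-degrading MDM2-luciferase fusion protein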
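Test system: stable mammalian line carrying autodegrading MDM2–luciferase fusion reporter; quantity: 2000 cells in each well; times: 4 h cell settling then 2 h compound exposure, 37 °C; detection: luminescence with SteadyLite reagent, 15 min at room temperature; evaluation: percent signal gain over controls, blank-subtracted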
NPY-Y2 PAM-ag: human NPY-Y2 potentiation or agonism, primary screen; P49146; actives 0.45% (n = 220,000); activation, % at 3.6 µM; cells expressing NPY-Y2, potentiator/agonist read-out; in the data active means activation above about 27%;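 further: cells stimulated with NPY near EC25 plus isoproterenol at EC100; 0% = vehicle plus submaximal agonist and 100% = vehicle plus saturating agonist; some results beyond the cut were filed as inactive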
Target sequence (P49146 whole entry, looked up): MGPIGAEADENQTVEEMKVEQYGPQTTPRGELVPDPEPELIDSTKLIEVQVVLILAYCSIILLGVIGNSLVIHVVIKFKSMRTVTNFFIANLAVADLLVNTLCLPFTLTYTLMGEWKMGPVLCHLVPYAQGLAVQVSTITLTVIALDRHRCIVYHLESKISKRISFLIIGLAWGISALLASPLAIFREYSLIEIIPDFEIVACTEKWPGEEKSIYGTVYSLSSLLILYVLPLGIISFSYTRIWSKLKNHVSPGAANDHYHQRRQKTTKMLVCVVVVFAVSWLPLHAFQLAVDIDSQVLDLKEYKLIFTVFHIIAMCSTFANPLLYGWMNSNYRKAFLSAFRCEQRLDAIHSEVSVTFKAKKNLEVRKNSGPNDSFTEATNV
PERK inhibitor: human PERK inhibition, primary cell-based screen. Q9NZJ5. CHO PERK-DD fusion, SEAP luminescence translation reporter. inhibition, % at 5.6 µM. actives 0.17% (n = 220,000). AID 1416;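 active means inhibition above the mean inhibition of all tested compounds plus 3 SD, set separately per screening campaign, cut at about 2.9% in these data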;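 further: PERK kinase domain activated by AP20187 dimerizer at 100 nM; 0% = DMSO with dimerizer and 100% = rapamycin at 8.4 µM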
* marks the source's active call; other numbers are inactive results; [ ] = dose if it differs, or a comment. Outcome played no part in choosing rows, and some 4.1% of all compounds hit somewhere here.

Results for Cc1nc(N2CCN(C(=O)CCC(=O)O)CC2)c2c(C)c(C)sc2n1 ?
Wee1 stabilizer: -2; eIF4E 4G PPI: -6; S1P4 ag: -0.4; BaF3 parental: 6; S1P4 antag: 1; Ba/F3 V617F tox: -1; MDM2 E3 inh: 6; NPY-Y2 PAM-ag: 26; PERK inhibitor: 0.7

How did COC(=O)C1=C(C)N(c2cc(Cl)cc(Cl)c2)C(=O)C1 do in these assays?
Wee1 stabilizer: -1; eIF4E 4G PPI: 6; S1P4 ag: 0.9; BaF3 parental: 2; S1P4 antag: 5; Ba/F3 V617F tox: -5; MDM2 E3 inh: -31; NPY-Y2 PAM-ag: -2; PERK inhibitor: 1.7

Results for O=C(NN1CCOCC1)c1ccc(Cl)s1 ?
Wee1 stabilizer: -4; eIF4E 4G PPI: 1; S1P4 ag: -1.4; BaF3 parental: 0; S1P4 antag: 13; Ba/F3 V617F tox: 6; MDM2 E3 inh: -88; NPY-Y2 PAM-ag: -21; PERK inhibitor: 0.0

How did COc1cc(OC)cc(C(=O)N2CCN(Cc3ccccc3C(F)(F)F)CC2)c1 do in these assays?
Wee1 stabilizer: 0; eIF4E 4G PPI: 3; S1P4 ag: 2.3; BaF3 parental: 7; S1P4 antag: -10; Ba/F3 V617F tox: 5; MDM2 E3 inh: -17; NPY-Y2 PAM-ag: -9; PERK inhibitor: -0.3

How did Cc1cc(C(F)F)nn1CC(=O)Nc1cc([N+](=O)[O-])ccc1F do in these assays?
Wee1 stabilizer: 2; eIF4E 4G PPI: -13; S1P4 ag: 0.6; BaF3 parental: 5; S1P4 antag: -13; Ba/F3 V617F tox: 1; MDM2 E3 inh: -22; NPY-Y2 PAM-ag: -1; PERK inhibitor: 1.2

What do the screens show for `Cc1nnc(N(C(=O)c2cnccn2)c2ccccc2)s1`?
Wee1 stabilizer: 0; eIF4E 4G PPI: -1; S1P4 ag: 0.5; BaF3 parental: 4; S1P4 antag: 0; Ba/F3 V617F tox: 5; MDM2 E3 inh: -7; NPY-Y2 PAM-ag: -4; PERK inhibitor: 1.9

How did O=C(Nc1ccc(N2CCCC2)c(Cl)c1)c1ccco1 do in these assays?
Wee1 stabilizer: 0; eIF4E 4G PPI: 0; S1P4 ag: -1.4; BaF3 parental: 4; S1P4 antag: -18; Ba/F3 V617F tox: 4; MDM2 E3 inh: -37; NPY-Y2 PAM-ag: -3; PERK inhibitor: 0.2

Results for COc1ccc(-c2[nH]ncc2CN(C)Cc2c(C)n[nH]c2C)c(OC)c1 ?
Wee1 stabilizer: 1; eIF4E 4G PPI: 4; S1P4 ag: 0.5; BaF3 parental: 0; S1P4 antag: -6; Ba/F3 V617F tox: -3; MDM2 E3 inh: 3; NPY-Y2 PAM-ag: 17; PERK inhibitor: 0.4

Results for CCOc1cc(C(C#N)N2CCCCC2)ccc1OC (centres undefined) ?
Wee1 stabilizer: 2; eIF4E 4G PPI: -4; S1P4 ag: -0.2; BaF3 parental: 10; S1P4 antag: -1; Ba/F3 V617F tox: -1; MDM2 E3 inh: -11; NPY-Y2 PAM-ag: -4; PERK inhibitor: 0.8

Results for CCN(CC)C(=O)CSC(Nc1ccc(F)cc1)=C(C#N)C#N ?
Wee1 stabilizer: -3; eIF4E 4G PPI: 0; S1P4 ag: 1.2; BaF3 parental: 1; S1P4 antag: -6; Ba/F3 V617F tox: -3; MDM2 E3 inh: -6; NPY-Y2 PAM-ag: 6; PERK inhibitor: 1.5

Results for Cc1ccc(NC(=O)COC(=O)c2cccnc2)c(C)c1 ?
Wee1 stabilizer: 0; eIF4E 4G PPI: 0; S1P4 ag: -0.3; BaF3 parental: 2; S1P4 antag: 8; Ba/F3 V617F tox: -3; MDM2 E3 inh: -16; NPY-Y2 PAM-ag: -4; PERK inhibitor: 0.7

Results for CC(C(=O)O)n1nnc2ccccc21 (centres undefined) ?
Wee1 stabilizer: -2; eIF4E 4G PPI: 4; S1P4 ag: -1.6; BaF3 parental: 4; S1P4 antag: -6; Ba/F3 V617F tox: -4; MDM2 E3 inh: 2; NPY-Y2 PAM-ag: 10; PERK inhibitor: 0.6

Results for COC(=O)c1cnc(Nc2ccc(Cl)cc2)c([N+](=O)[O-])c1 ?
Wee1 stabilizer: 0; eIF4E 4G PPI: 0; S1P4 ag: -1.4; BaF3 parental: -1; S1P4 antag: -8; Ba/F3 V617F tox: 2; MDM2 E3 inh: -18; NPY-Y2 PAM-ag: 1; PERK inhibitor: 0.0

How did Cc1cc(Br)ccc1SCC(=O)OCC(=O)NC(C)c1ccccc1 (centres undefined) do in these assays?
Wee1 stabilizer: 2; eIF4E 4G PPI: 4; S1P4 ag: 0.6; BaF3 parental: 4; S1P4 antag: 10; Ba/F3 V617F tox: 1; MDM2 E3 inh: -27; NPY-Y2 PAM-ag: -14; PERK inhibitor: 0.7

How did Cc1ccc(N=Nc2c(=O)[nH]n3c(=O)cc(C)[nH]c23)cc1 do in these assays?
Wee1 stabilizer: 3; eIF4E 4G PPI: 1[fluorescence artefact?]; S1P4 ag: -3.7; BaF3 parental: 5; S1P4 antag: 27; Ba/F3 V617F tox: 0; MDM2 E3 inh: -1; NPY-Y2 PAM-ag: 4; PERK inhibitor: 0.6

Copied from above for reference:
How did Cc1cc(Br)ccc1SCC(=O)OCC(=O)NC(C)c1ccccc1 (centres undefined) do in these assays?
Wee1 stabilizer: 2; eIF4E 4G PPI: 4; S1P4 ag: 0.6; BaF3 parental: 4; S1P4 antag: 10; Ba/F3 V617F tox: 1; MDM2 E3 inh: -27; NPY-Y2 PAM-ag: -14; PERK inhibitor: 0.7

How did Cc1ccc(N=Nc2c(=O)[nH]n3c(=O)cc(C)[nH]c23)cc1 do in these assays?
Wee1 stabilizer: 3; eIF4E 4G PPI: 1[fluorescence artefact?]; S1P4 ag: -3.7; BaF3 parental: 5; S1P4 antag: 27; Ba/F3 V617F tox: 0; MDM2 E3 inh: -1; NPY-Y2 PAM-ag: 4; PERK inhibitor: 0.6

Structures listed so far with a COOH group (two):
Results for Cc1nc(N2CCN(C(=O)CCC(=O)O)CC2)c2c(C)c(C)sc2n1 ?
Wee1 stabilizer: -2; eIF4E 4G PPI: -6; S1P4 ag: -0.4; BaF3 parental: 6; S1P4 antag: 1; Ba/F3 V617F tox: -1; MDM2 E3 inh: 6; NPY-Y2 PAM-ag: 26; PERK inhibitor: 0.7

Results for CC(C(=O)O)n1nnc2ccccc21 (centres undefined) ?
Wee1 stabilizer: -2; eIF4E 4G PPI: 4; S1P4 ag: -1.6; BaF3 parental: 4; S1P4 antag: -6; Ba/F3 V617F tox: -4; MDM2 E3 inh: 2; NPY-Y2 PAM-ag: 10; PERK inhibitor: 0.6

Later entries:
What do the screens show for `O=C(Nc1ccc(Cl)cn1)C1C(c2ccccc2)C1(Cl)Cl` (centres undefined)?
Wee1 stabilizer: 1; eIF4E 4G PPI: 3; S1P4 ag: -1.2; BaF3 parental: 1; S1P4 antag: -2; Ba/F3 V617F tox: -2; MDM2 E3 inh: -11; NPY-Y2 PAM-ag: -10; PERK inhibitor: 0.3

What do the screens show for `c1ccc(C2=Nc3cccnc3C(c3ccccc3)=NN2)cc1`?
Wee1 stabilizer: -1; eIF4E 4G PPI: -3; S1P4 ag: -0.3; BaF3 parental: 4; S1P4 antag: -7; Ba/F3 V617F tox: -2; MDM2 E3 inh: -1; NPY-Y2 PAM-ag: 7; PERK inhibitor: 0.5

Results for CCC(=O)NC(=S)Nc1ccc(NC(=O)COc2ccc([N+](=O)[O-])cc2)cc1 ?
Wee1 stabilizer: 1; eIF4E 4G PPI: -4; S1P4 ag: -0.1; BaF3 parental: -1; S1P4 antag: -11; Ba/F3 V617F tox: -3; MDM2 E3 inh: -12; NPY-Y2 PAM-ag: 20; PERK inhibitor: 1.1

What do the screens show for `O=C(Nc1cnn(Cc2ccccc2)c1)NC12CC3CC(CC(C3)C1)C2`?
Wee1 stabilizer: 1; eIF4E 4G PPI: 4; S1P4 ag: 3.3; BaF3 parental: 0; S1P4 antag: 3; Ba/F3 V617F tox: 2; MDM2 E3 inh: -8; NPY-Y2 PAM-ag: 0; PERK inhibitor: -1.5

How did Cc1onc(-c2c(F)cccc2Cl)c1C(=O)OCC(=O)c1c[nH]c2ccccc12 do in these assays?
Wee1 stabilizer: 2; eIF4E 4G PPI: -3; S1P4 ag: 7.0; BaF3 parental: -1; S1P4 antag: -18; Ba/F3 V617F tox: -2; NPY-Y2 PAM-ag: 1; PERK inhibitor: 0.8

What do the screens show for `CCCCCCCCCC(=O)Nc1cccnc1`?
Wee1 stabilizer: -4; eIF4E 4G PPI: -1; S1P4 ag: 1.4; BaF3 parental: 3; S1P4 antag: -1; Ba/F3 V617F tox: 1; MDM2 E3 inh: 2; NPY-Y2 PAM-ag: -2; PERK inhibitor: 0.7

Results for CC(=O)c1cc(-c2ccccc2)n(CCC(=O)NC(C)(C)C)c1C ?
Wee1 stabilizer: 1; eIF4E 4G PPI: -1; S1P4 ag: -1.8; BaF3 parental: 0; S1P4 antag: -15; Ba/F3 V617F tox: -3; MDM2 E3 inh: -19; NPY-Y2 PAM-ag: 15; PERK inhibitor: -0.4

How did COc1ccc(NC(=O)c2nc[nH]c2C(=O)Nc2ccccc2C)cc1 do in these assays?
Wee1 stabilizer: -1; eIF4E 4G PPI: -4; S1P4 ag: 1.2; BaF3 parental: 1; S1P4 antag: 4; Ba/F3 V617F tox: 2; MDM2 E3 inh: -8; NPY-Y2 PAM-ag: -1; PERK inhibitor: 0.4

What do the screens show for `O=C(Nc1ccc(F)cc1)c1cc(S(=O)(=O)N2CCCCC2)cs1`?
Wee1 stabilizer: -1; eIF4E 4G PPI: -10; S1P4 ag: 0.6; BaF3 parental: 3; S1P4 antag: -12; Ba/F3 V617F tox: -3; MDM2 E3 inh: -16; NPY-Y2 PAM-ag: 29; PERK inhibitor: 0.2

How did CCc1nc(C)cn1S(=O)(=O)c1cc(F)ccc1OC do in these assays?
Wee1 stabilizer: -4; eIF4E 4G PPI: 2; S1P4 ag: 5.7; BaF3 parental: 0; S1P4 antag: -12; Ba/F3 V617F tox: 1; MDM2 E3 inh: -6; NPY-Y2 PAM-ag: 2; PERK inhibitor: -0.7

What do the screens show for `COCCNS(=O)(=O)c1ccc(C2CNC(=O)C2)cc1` (centres undefined)?
Wee1 stabilizer: 1; eIF4E 4G PPI: 0; S1P4 ag: 0.6; BaF3 parental: 4; S1P4 antag: -10; Ba/F3 V617F tox: 2; MDM2 E3 inh: -1; NPY-Y2 PAM-ag: 0; PERK inhibitor: -0.2

What do the screens show for `CCCC(=O)Nc1ccc(-c2cnc(-c3ccc(NC(=O)CCC)cc3)nc2)cc1`?
Wee1 stabilizer: -1; eIF4E 4G PPI: -1; S1P4 ag: 2.5; BaF3 parental: -1; S1P4 antag: -10; Ba/F3 V617F tox: -3; MDM2 E3 inh: -10; NPY-Y2 PAM-ag: -5; PERK inhibitor: 0.9

What do the screens show for `Cc1ccc(S(=O)(=O)Nc2nc(C)c(C(=O)Nc3ccccc3)s2)cc1`?
Wee1 stabilizer: -4; eIF4E 4G PPI: 2; S1P4 ag: -0.6; BaF3 parental: 3; S1P4 antag: -24; Ba/F3 V617F tox: 1; MDM2 E3 inh: 1; NPY-Y2 PAM-ag: -6; PERK inhibitor: -0.3

How did O=c1c2c3c(sc2ncn1/N=C/c1ccc([N+](=O)[O-])o1)CCCC3 do in these assays?
Wee1 stabilizer: -1; eIF4E 4G PPI: 12; S1P4 ag: -0.1; BaF3 parental: 5; S1P4 antag: -8; Ba/F3 V617F tox: -4; MDM2 E3 inh: 7; NPY-Y2 PAM-ag: -1; PERK inhibitor: 1.6
